# Ba/F3 V617F tox – reduced viability of JAK2V617F-dependent Ba/F3 cells, primary screen, JAK2V617F inhibitor project, cell-based, Ba/F3 EpoR-JAK2V617F, luminescence; ATP luminescence; inhibition, % at 5.6 µM; 220,000 compounds, 1.1% hits;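 active = inhibition above the campaign mean plus 3 SD over all tested compounds, cut at about 24% in these data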;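 note: cytokine-independent growth of Ba/F3 cells driven by EpoR plus mutant JAK2; 0% = DMSO-treated cells and 100% = JAK inhibitor I control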
# TRPML3 ag – human TRPML3 channel agonists, primary screen, cell-based, HEK293 TRPML3-YFP, Fluo-8 calcium fluorescence, 3 µM; activation, % at 3 µM; Mucolipin-3 (Homo sapiens), Q8TDD5; 220,000 compounds, 0.29% hits; 100% = the carbachol control signal;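 active = activation above its plate's cutoff, the mean activation of the plate's test wells plus 3 SD, cut at about 12% in these data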;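 note: 0% = DMSO only wells and 100% = carbachol wells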
# Target sequence (Q8TDD5 whole entry, looked up): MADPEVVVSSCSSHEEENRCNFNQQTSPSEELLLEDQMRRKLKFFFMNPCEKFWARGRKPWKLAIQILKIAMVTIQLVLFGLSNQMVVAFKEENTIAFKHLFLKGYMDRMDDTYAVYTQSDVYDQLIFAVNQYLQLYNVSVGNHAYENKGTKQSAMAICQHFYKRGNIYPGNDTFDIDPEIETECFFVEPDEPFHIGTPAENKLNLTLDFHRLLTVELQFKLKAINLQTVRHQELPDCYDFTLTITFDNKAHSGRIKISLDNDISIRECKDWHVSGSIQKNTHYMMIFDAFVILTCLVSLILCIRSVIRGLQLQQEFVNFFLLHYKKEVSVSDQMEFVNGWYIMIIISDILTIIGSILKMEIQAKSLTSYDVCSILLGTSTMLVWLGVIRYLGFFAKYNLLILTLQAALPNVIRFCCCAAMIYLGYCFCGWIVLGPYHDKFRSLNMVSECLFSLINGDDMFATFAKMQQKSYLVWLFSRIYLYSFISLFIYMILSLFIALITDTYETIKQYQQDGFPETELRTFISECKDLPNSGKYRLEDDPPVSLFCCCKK
#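 Material: HEK293 cells stably carrying human TRPML3-YFP; compound dosing: single dose, 3 µM final nominal compound, 0.3% DMSO final; incubation: 1-h 37 °C dye load, 5-s basal, 120-s post-compound reads; technique: Fluo-8 intracellular calcium fluorescence, excitation 470-495 nm, emission 515-575 nm; read-out basis: percent activation from peak-to-basal fluorescence ratio, scaled between DMSO and carbachol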
# zfTRPN1 agonist – zebrafish TRPN1 channel agonists, primary screen, cell-based, HEK293, calcium fluorescence; AID 1424, 2008; activation, % at 3 µM; HEK293 zebrafish TRPN1-YFP, Fluo-8 calcium fluorescence; 100% = response to 87 µM carbachol; 220,000 compounds, 0.18% hits;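 active = activation above its plate's cutoff, the mean activation of test wells on that plate plus 3 SD, cut at about 19% in these data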;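 note: 0% = DMSO alone and 100% = 87 µM carbachol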
#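 Material: zebrafish TRPN1-YFP in HEK293 cells; Doses: single test compound dose, 3 µM nominal, 0.3% DMSO; Timing: dye loading 1 h at 37 °C, then 30 min room temperature; Technique: intracellular calcium fluorescence with Fluo-8; Benchmarks: high carbachol 87 µM, low DMSO alone.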
# PPC-1+TRAIL kill – compounds killing PPC-1 cancer cells with TRAIL present, primary screen, TRAIL potentiator project, ATPLite luminescence, uHTS. PPC-1 cells + TRAIL, ATPLite viability luminescence. cell killing (% activity), % at 4 µM. 220,000 compounds, 0.41% hits. AID 1443, 2008;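 active = cell killing above 50% in the first pass at 4 µM, then a duplicate retest at 5 µM averaging 50% or more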;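 note: plate controls were cells with TRAIL plus DMSO for no effect and medium-only wells lacking cells for full effect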
# BaF3 tox – parental Ba/F3 cell viability inhibition, counter-screen for JAK2V617F inhibitor project, murine pro-B, CellTiter-Glo luminescence; inhibition, % at 5.6 µM; 220,000 compounds, 1.1% hits; AID 1486, 2009; CellTiter-Glo ATP luminescence;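 active = inhibition above a per-campaign cutoff, the mean inhibition of all tested compounds plus 3 SD, cut at about 27% in these data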;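 note: 0% = DMSO wells and 100% = JAK Inhibitor I control wells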
# CHOP inhibitor – inhibitors of CHOP promoter induction, primary screen, cell-based, unfolded protein response, luciferase reporter; CHO-K1 CHOP-promoter luciferase, tunicamycin-induced, 15-18 h; inhibition, % at 10 µM; 220,000 compounds, 3.8% hits;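 active = compounds that reduced the stress-induced luciferase reporter signal by more than about 70% of percent inhibition, limit read from the data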;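 note: 0% = tunicamycin plus vehicle and 100% = wells without tunicamycin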
# RBBP9 inh – human RBBP9 inhibitors, primary screen, biochemical, fluorescence polarization, FP-Rh probe, HTS; recombinant RBBP9; inhibition, % at 7.94 µM; 220,000 compounds, 0.2% hits; AID 1515, 2009;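 active = inhibition above the campaign mean of all tested compounds plus 3 SD, cut at about 14% in these data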;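 note: plate controls were DMSO wells with RBBP9 for no effect and wells lacking RBBP9 protein for full effect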
# Target sequence (O75884 whole entry, looked up): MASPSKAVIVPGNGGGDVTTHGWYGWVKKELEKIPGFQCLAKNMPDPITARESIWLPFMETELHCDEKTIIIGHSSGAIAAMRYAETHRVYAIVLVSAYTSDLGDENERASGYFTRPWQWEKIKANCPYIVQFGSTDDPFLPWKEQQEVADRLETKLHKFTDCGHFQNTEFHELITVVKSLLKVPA
#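 Controls: DMSO-treated enzyme wells and wells lacking RBBP9 | Material: RBBP9 protein | Technique: Fluorescence polarization | Replication: Single well per compound, no replicates | Buffer or medium: Tris-NaCl-Pluronic buffer, pH 8.0 | Timing: 30 min compound preincubation, 45 min probe labeling, 25 °C | Read-out basis: Percent inhibition from mP, scaled between DMSO and no-protein wells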
# Wee1 stabilizer – Wee1 degradation inhibitors, primary screen, cell-based, HeLa, Wee1K328M-luciferase, luminescence; Wee1-like protein kinase (Homo sapiens), P30291; HeLa Luc-Wee1K328M stability; 100% = proteasome inhibitor MG132 effect; reporter increase, % at 5 µM; 220,000 compounds, 1.2% hits;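 active = activation above the mean of all tested compounds plus 3 SD, set per screening run, cut at about 8.8% in these data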;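 note: cells exposed to compound for 20 h before luminescence read; 0% = DMSO alone and 100% = MG132 at 30 µM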
# TNF death inh – inhibitors of TNF-alpha triggered necroptosis, primary screen, cell-based, Jurkat FADD-/-, single concentration. Jurkat FADD-/- TNF necroptosis rescue, ATP luminescence, 24 h; 0 = TNF only, 100 = no-TNF cells. 220,000 compounds, 0.068% hits. activation (protection from cell death), % at 10 µM. AID 463075, 2010;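 active = activation, meaning protection from cell death, of at least 50% relative to plate controls; inactive = activation below 50%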;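 note: necroptosis triggered by 40 ng/mL TNF-alpha added together with compound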
# Starred values were filed as active, the others as inactive; / = no result given.
# Values run as follows: Ba/F3 V617F tox	TRPML3 ag	zfTRPN1 agonist	PPC-1+TRAIL kill	BaF3 tox	CHOP inhibitor	RBBP9 inh	Wee1 stabilizer	TNF death inh
> C=C(C)Cn1c(SCCCO)nc2c1c(=O)[nH]c(=O)n2C
→ -1.5	0.9	1.5	11.0	3.4	-5.7	-13.2	-2.4	-5.2
> O=Cc1c(Cl)nc2ccccn2c1=O
→ 2.1	1.0	0.6	9.8	-3.4	-90.9	-4.3	-2.5	-15.0
> CN1CCN(CC(=O)N/N=C/c2ccc(F)c(F)c2)CC1
→ -0.8	0.5	1.0	23.0	2.9	-7.0	-7.9	0.2	1.2
> CC(=O)c1sc(-c2ccccn2)nc1C
→ 0.3	0.5	-0.8	11.1	4.3	6.5	4.3	-1.0	0.8
> COc1ccc(-c2c3c(=O)n(C)c(=O)n(C)c3cn2Cc2ccccn2)cc1
→ 1.9	1.3	1.2	3.9	5.8	-7.6	-3.2	-0.9	0.2
> COC(=O)c1cnn(C(=O)c2cc(OC)ccc2Br)c1N
→ -2.6	-0.2	-0.1	6.2	0.6	10.2	0.0	0.5	-1.7
> Cc1oc2c(c1C(=O)Nc1cccc(C(=O)O)c1)CCCC2
→ -0.8	1.0	0.0	2.7	6.2	26.3	-1.3	-2.0	0.7
> CCOC(=O)c1cnn(-c2ncnc3sc4c(c23)CCC4)c1N
→ 2.0	0.3	-0.3	-4.4	4.1	38.0	-5.7	-3.3	-1.5
> N#C/C(C(=O)c1ccccc1)=C1/SC=C(N)N1c1ccccc1
→ 0.8	1.0	4.7	-9.2	3.0	-7.5	-10.8	2.9	-2.2
> CC(O)C(NS(=O)(=O)c1ccc(Cl)cc1)C(=O)OCC(=O)Nc1cccnc1Cl (configuration not stated)
→ -0.8	-0.1	1.7	5.3	4.1	-29.3	10.6	19.7*	1.8
> C/C(=N\NC(=O)c1ccncc1)c1cc2ccccc2oc1=O
→ 2.0	0.7	0.3	-0.2	7.0	20.1	-8.1	3.3	0.9
> COC(=O)c1cc(OC)c(OC)cc1NC(=O)c1c(-c2ccccc2)noc1C
→ -0.2	-1.4	-2.0	40.4	2.9	34.6	-2.6	-0.5	-0.4
> CC1CC(N(C(=O)c2ccco2)c2ccccc2)c2ccccc2N1C(=O)c1ccco1 (configuration not stated)
→ -3.0	-0.9	-1.6	6.4	1.4	18.0	-7.0	0.4	-1.1
> NS(=O)(=O)c1ccc(CNC(=O)NC23CC4CC(CC(C4)C2)C3)cc1
→ -2.4	0.9	-2.1	3.2	-0.5	3.1	-2.4	-0.3	-1.7
> O=C(Nc1nc2ccccc2n1Cc1ccccc1)c1ccc(COc2ccccc2[N+](=O)[O-])o1
→ 1.1	0.5	2.5	10.3	0.5	44.8	2.9	0.9	-2.9
> COc1ccc(CC(NC(C)=O)C(=O)NC2CCN(c3c(Cc4ccccc4)c(C)nc4ncnn34)CC2)c(OC)c1 (configuration not stated)
→ -4.4	0.4	-0.9	/	-0.1	12.8	4.9	-1.4	0.2
> CN(c1ccccc1)c1nc(N)c([N+](=O)[O-])c(N2CCCCCC2)n1
→ -0.7	-0.3	-2.4	-0.4	-2.8	18.8	0.4	8.6	-1.6
> COc1ccccc1N(CC(=O)NC1CCCC1)C(=O)c1csnn1
→ 2.4	0.9	0.2	7.9	4.1	-0.2	2.1	2.8	-2.2
> COc1ccc(N2CCN(C(c3ccc4ncccc4c3)c3nnnn3C(C)C)CC2)cc1 (configuration not stated)
→ -5.0	0.7	1.2	1.5	0.2	-15.6	-8.7	-0.2	6.4
> O=C(NCc1ccccn1)NC12CC3CC(CC(C3)C1)C2
→ 1.5	-0.8	0.0	-6.7	8.0	10.8	11.1	0.9	-2.0
> Fc1ccc(CSc2ncnc3scc(-c4ccccc4)c23)cc1
→ 0.4	0.7	0.0	-15.6	5.3	27.5	-8.4	-0.3	0.1
> C[C@H]1CC[C@@]2(O[C@@H](CCO)C[C@@H](O)[C@@H]2O)O1
→ -2.8	1.1	0.4	8.2	-1.7	19.8	-4.0	-1.1	0.2
> C#CCOCCOCCOCCNc1nc(N2CCN(C(=O)[C@H](CCC(=O)O)n3cc(C(N)[C@H](C)CC)nn3)CC2)nc(N2CCN(C(=O)[C@H](Cc3ccc(O)cc3)n3cc(C(N)[C@H](C)CC)nn3)CC2)n1 (some centres not stated)
→ -2.4	1.1	1.2	-6.1	-4.8	35.5	-4.7	5.7	0.2
> Cc1oc(C(C)(C)C)cc1-c1cc(NC(=O)c2ccc([N+](=O)[O-])cc2)n[nH]1
→ 2.1	0.9	1.8	7.3	2.5	14.7	4.0	6.2	1.9
> CC(C(c1cccs1)c1c(N)n(C)c(=O)n(C)c1=O)[N+](=O)[O-] (configuration not stated)
→ -6.0	0.7	1.4	-6.8	0.4	11.6	5.9	1.6	8.5
> N#Cc1c(SCC(N)=O)nc2c(c1-c1ccc(OCc3ccccc3)cc1)CCCC2
→ -2.6	0.0	0.2	/	3.6	/	2.5	-1.2	-3.9
> CCS(=O)(=O)c1nn2c(N)c(/C=C3/C=CC(=O)C(OC)=C3)c(=O)nc2s1
→ 1.7	0.5	0.9	11.4	3.4	34.6	-6.3	-1.9	0.4
> COc1ccc(NC(=S)NCCC(c2ccccc2)c2ccccc2)c(OC)c1
→ 6.0	-0.7	-1.0	24.5	4.0	51.1	0.2	1.3	-16.0
> Cc1ccc(C)c(CSc2nc(-c3ccco3)nc3c2c(=O)n(C)c(=O)n3C)c1
→ -0.4	0.0	1.4	2.4	-1.5	12.6	-2.6	-0.5	-0.7
> COc1cc(Br)c(C(C)NC(=O)c2ccc(C)cc2)cc1OC (configuration not stated)
→ -3.2	-0.5	1.2	17.1	4.4	7.6	-4.1	1.6	-2.1

# Reformatted with tabs: four of the compounds above
smiles	Ba/F3 V617F tox	TRPML3 ag	zfTRPN1 agonist	PPC-1+TRAIL kill	BaF3 tox	CHOP inhibitor	RBBP9 inh	Wee1 stabilizer	TNF death inh
O=Cc1c(Cl)nc2ccccn2c1=O	2.1	1.0	0.6	9.8	-3.4	-90.9	-4.3	-2.5	-15.0
CN1CCN(CC(=O)N/N=C/c2ccc(F)c(F)c2)CC1	-0.8	0.5	1.0	23.0	2.9	-7.0	-7.9	0.2	1.2
CC(=O)c1sc(-c2ccccn2)nc1C	0.3	0.5	-0.8	11.1	4.3	6.5	4.3	-1.0	0.8
COc1ccc(-c2c3c(=O)n(C)c(=O)n(C)c3cn2Cc2ccccn2)cc1	1.9	1.3	1.2	3.9	5.8	-7.6	-3.2	-0.9	0.2

# Continued:
# Values run as follows: Ba/F3 V617F tox	TRPML3 ag	zfTRPN1 agonist	PPC-1+TRAIL kill	BaF3 tox	CHOP inhibitor	RBBP9 inh	Wee1 stabilizer	TNF death inh
> Nc1ccc2oc(-c3cc(Br)ccc3Cl)nc2c1
→ 33.1*	0.2	-0.3	15.3	38.3*	96.9*	-0.3	-1.8	-7.0
> CC(C)(C)[C@H]1C=C(C(=O)Nc2ccccc2)O[C@@H](OCc2ccc(CO)cc2)C1
→ -1.0	-0.1	-0.6	-13.8	-2.2	-21.0	-2.1	0.2	6.0
> FC(F)(F)c1cc(-c2cccs2)nc(-n2cc(Br)cn2)n1
→ -3.7	1.1	0.1	-9.3	0.4	96.7*	-2.4	3.8	1.3
> O=C(/C=C/c1ccccc1)NCc1cccnc1
→ -1.8	-0.2	0.4	-10.6	14.3	32.2	-12.2	1.6	0.4
> Cc1ccc(S(=O)(=O)Cn2nnnc2C(c2ccc(F)cc2)N2CCC(C(N)=O)CC2)cc1 (configuration not stated)
→ -0.5	0.6	1.0	1.5	0.1	-29.3	-3.5	-1.0	0.0
> O=C(NCCC1=CCCCC1)C1CCN(S(=O)(=O)c2cccc3nonc23)CC1
→ 1.8	0.1	-0.5	23.3	3.7	-1.3	-10.2	-0.4	-0.2
> CCN(CC)S(=O)(=O)c1ccc(C(=O)Nc2nnc(-c3ccco3)o2)cc1
→ 1.4	-0.6	-0.7	24.7	7.2	5.1	-6.1	0.6	0.9
> Cc1cc(C)c(S(=O)(=O)c2ccccc2)c(N(C)C)n1
→ 1.3	-0.4	-1.0	-32.2	1.5	-1.9	1.1	-0.1	-5.0
> Cc1cccc(CN2C(=O)N/C(=C/c3ccc(C)s3)C2=O)c1
→ -2.0	1.2	0.7	9.0	6.6	89.7*	0.5	-0.9	-11.1
> COc1ccccc1C1CCN(c2ccc([N+](=O)[O-])cn2)CC1
→ 0.3	1.0	2.1	6.3	-3.4	9.2	-0.8	4.2	-3.3
> Cc1ccc(/C=C2\SC(=S)N(CCCC(=O)Nc3nccs3)C2=O)cc1
→ -0.1	1.1	1.9	-19.8	5.0	58.8	1.4	-0.6	2.8
> CCO[C@@H]1OC(C(=O)O)=C[C@H](c2ccc(C(F)(F)F)cc2)[C@H]1CCCO
→ -1.0	-0.2	0.3	0.0	-5.9	3.7	-8.4	-2.1	0.1
> CC1=C(C)[N+](=O)C2CCCCC2N1[O-] (configuration not stated)
→ 0.6	-0.2	1.7	-5.4	9.3	-24.1	-8.5	-2.4	-1.4
> Cc1c(C(=O)N(Cc2ccc(N(C)C)cc2)C2CCS(=O)(=O)C2)oc2ccccc12 (configuration not stated)
→ -0.8	-0.9	-0.3	7.7	-4.2	8.0	-0.1	-1.6	4.9
> COc1ccc(OC)c(NC(=O)N2CCCC(CNS(=O)(=O)c3cccs3)C2)c1 (configuration not stated)
→ -0.2	0.6	0.6	1.5	6.7	-24.5	-6.0	1.9	2.6
> CN(C1CCCCC1)S(=O)(=O)c1ccc(NC(=O)c2ccco2)cc1
→ 5.9	0.3	0.0	3.2	9.0	42.1	-1.6	-2.0	1.2
> CCCOc1ccc(CCN2CCC(=O)NC2=O)cc1C
→ 2.0	0.1	-0.9	30.0	2.4	-5.1	0.7	7.8	-1.0
> COc1ccc(-n2c3c(c(=O)[nH]c2=O)C(NC(C)=O)(C(F)(F)F)C(=O)N3)cc1 (configuration not stated)
→ 2.2	0.8	1.0	2.9	5.5	3.9	6.2	8.7	2.5
